CHRM4 agonist = agonists of human muscarinic M4 receptor (CHRM4); CHO-K1 hM4/Gqi5, Fluo-8 calcium fluorescence; vehicle 0%, full acetylcholine response 100%; P08173; actives 0.14% (n = 360,000); activation, % at 3 µM;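 active = activation above the run mean over all test wells plus 3 SD, cut at about 32% in these data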;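 also: peak over basal fluorescence ratio per well then scaled between controls; 0% = DMSO wells and 100% = acetylcholine at EC100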
M5 antag = antagonists of human muscarinic M5 receptor (CHRM5); inhibition, % at 3 µM; CHO-hM5 cells, Fluo-8 calcium fluorescence, ACh EC80; actives 0.59% (n = 360,000);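 active = inhibition above a per-plate cutoff, the mean of that plate's test compounds plus 3 SD, cut at about 27% in these data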;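 also: 0% = acetylcholine EC80 with DMSO and 100% = DMSO without agonist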
CRFR2-BP antag = antagonists of CRF-binding protein/CRF-R2 receptor complex | HEK293 CRF-R2/CRF-BP, CRF-induced calcium fluorescence | inhibition, % at 11.8 µM | actives 0.59% (n = 350,000) | AID 588475;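 active = inhibition of the ligand-induced calcium signal above about 50% at the single tested concentration, limit read from the data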
M5 PAM = potentiates acetylcholine response at human M5 receptor | CHO-K1 hM5, Fluo-8 calcium, ACh EC20 PAM; 0% = ACh EC20, 100% = ACh EC100 | activation, % at 3 µM | actives 0.3% (n = 360,000) | AID 624038;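 active = activation above the run cutoff, the mean activation of all test compounds plus 3 SD, cut at about 18% in these data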
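System – CHO-K1 hM5 cells · Compound – 3 µM, single dose · Incubation – compound preincubation 140 s before EC20 acetylcholine addition · Technique – Fluo-8 calcium fluorescence · Measure – Max/basal fluorescence ratio as % of EC20–EC100 ACh window · Benchmarks – low control EC20 acetylcholine (0%), high control EC100 acetylcholine (100%) · Replication – singlicate, one well per test compound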
IDE cell inh = inhibits human insulin-degrading enzyme in HEK cells | P14735 | FAbetaB cleavage, fluorescence polarization | inhibition, % at 5.59 µM | actives 0.41% (n = 320,000);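 active = percent inhibition above the average of all tested compounds plus 3 SD, set per screening campaign, cut at about 16% in these data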;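 also: IDE supplied by intact live HEK cells; FP after avidin binding of uncleaved biotin substrate so inhibition keeps polarization high; 0% = DMSO wells and 100% = 60 µM reference IDE inhibitor Ii1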
Target sequence (P14735 whole entry, looked up): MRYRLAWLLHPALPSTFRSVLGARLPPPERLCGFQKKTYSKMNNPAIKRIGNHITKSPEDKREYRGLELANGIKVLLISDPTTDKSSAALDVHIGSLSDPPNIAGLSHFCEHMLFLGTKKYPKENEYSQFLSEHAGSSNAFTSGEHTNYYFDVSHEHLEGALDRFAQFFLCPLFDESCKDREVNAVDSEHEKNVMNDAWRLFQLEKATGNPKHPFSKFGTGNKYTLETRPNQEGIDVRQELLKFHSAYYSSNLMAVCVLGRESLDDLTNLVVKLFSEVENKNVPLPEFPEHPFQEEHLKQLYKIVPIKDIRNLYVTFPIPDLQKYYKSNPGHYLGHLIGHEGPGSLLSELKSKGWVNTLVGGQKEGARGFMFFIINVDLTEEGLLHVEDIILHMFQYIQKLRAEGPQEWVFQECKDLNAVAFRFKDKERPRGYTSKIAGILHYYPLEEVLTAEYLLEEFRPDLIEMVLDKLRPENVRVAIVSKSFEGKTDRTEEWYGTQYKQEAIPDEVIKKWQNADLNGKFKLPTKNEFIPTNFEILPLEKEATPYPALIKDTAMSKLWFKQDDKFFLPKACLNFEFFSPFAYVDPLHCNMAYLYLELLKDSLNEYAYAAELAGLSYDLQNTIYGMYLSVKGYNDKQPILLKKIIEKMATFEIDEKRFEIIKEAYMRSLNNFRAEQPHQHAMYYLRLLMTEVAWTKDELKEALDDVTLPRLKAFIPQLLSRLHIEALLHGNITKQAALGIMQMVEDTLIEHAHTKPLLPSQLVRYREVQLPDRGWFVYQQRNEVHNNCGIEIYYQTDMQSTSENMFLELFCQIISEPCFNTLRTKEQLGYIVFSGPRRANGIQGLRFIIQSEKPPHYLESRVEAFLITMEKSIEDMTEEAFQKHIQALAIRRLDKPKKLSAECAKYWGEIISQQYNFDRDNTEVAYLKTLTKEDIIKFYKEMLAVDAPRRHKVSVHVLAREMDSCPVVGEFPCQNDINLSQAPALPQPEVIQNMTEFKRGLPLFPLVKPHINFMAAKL
CHRM5 agonist = CHRM5 agonism in calcium assay; CHO-K1 hM5 cells, Fluo-8 calcium fluorescence; 0% DMSO wells, 100% maximal acetylcholine response; activation, % at 3 µM; actives 0.19% (n = 360,000); P08912;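 active = activation above the run's mean over test compounds plus 3 SD, cut at about 23% in these data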;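 also: signal is peak over basal fluorescence ratio across the kinetic read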
M4 PAM = CHRM4 positive allosteric modulation; activation, % at 3 µM; P08173; actives 0.4% (n = 360,000); AID 624126; CHO-K1 hM4/Gqi5, Fluo-8 calcium fluorescence, ACh EC20; 0% = ACh EC20, 100% = maximal ACh;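 active = activation above its plate's cutoff, the mean activation of sample wells plus 3 SD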; also: some results filed as inactive read as strong as hits
M4 antag = blocks acetylcholine activation of human M4 receptor. P08173. CHO-hM4 cells, ACh EC80, Fluo-8 calcium fluorescence. inhibition, % at 3 µM. actives 0.73% (n = 360,000);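 active = inhibition above its plate's cutoff, the mean inhibition of sample wells plus 3 SD, cut at about 27% in these data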;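 also: 0% = acetylcholine EC80 with DMSO and 100% = DMSO without agonist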
CRFBP-R2 agonist = agonists of human CRF-binding protein/CRF-R2 receptor complex | HEK293 CRF-R2/CRF-BP, calcium dye fluorescence (FLIPR); percent of saturating CRF peptide response | activation, % at 13.2 µM | actives 0.46% (n = 350,000) | AID 588473;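 active = activation of at least 50%, plus an integration ratio under a set limit after plate pattern correction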;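 also: plate controls were neutral control wells without compound for no effect and CRF at EC100 for full effect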
Active calls of the source: *; . = no result given.

SMILES	CHRM4 agonist	M5 antag	CRFR2-BP antag	M5 PAM	IDE cell inh	CHRM5 agonist	M4 PAM	M4 antag	CRFBP-R2 agonist
COc1ccc(NC(=S)N(CCCN2CCCC2)Cc2cccn2Cc2ccc(Cl)cc2)cc1Cl	19	9	-18	1	6	-11	-21	16	0.2
Cc1ccnc2nc(C(=O)Nc3ccc4c(c3)OCO4)nn12	0	8	10	0	-2	-2	-1	16	-0.2
COc1ccc(NS(=O)(=O)c2ccc(NC(=O)c3ccccc3)cc2)nn1	2	13	-23	-6	0	-1	2	10	0.9
COc1ccc(CCNC(=O)c2ccc([N+](=O)[O-])cc2)cc1	14	14	6	-16	-1	2	-24	2	-1.1
FC(F)(F)c1ccccc1CN1CCN(C2CCCCCC2)CC1	3	19	-55	-20	-4	-9	-20	8	-1.6
Cc1ccc(S(=O)(=O)N(CCO)c2cc3c(s2)CCCC3)cc1	0	2	-5	-10	4	-6	7	-2	-0.7
CCC(C)NC(=O)C(=O)NCc1ccccn1 (stereo not given)	1	-4	9	-1	1	-1	6	7	-0.3
CCOC(=O)[C@]12CCCC=C1N(Cc1ccc3c(c1)OCO3)C(=O)[C@H](CC(=O)NCCCN1CCCC1=O)C2	1	-4	.	-1	.	2	7	-16	.
CC1=CC(C)C(=O)N(CCN2CCOCC2)C(C)=C1 (stereo not given)	1	-4	-1	0	.	-2	0	-2	1.9
OC[C@H]1O[C@@H](n2cnc3c(NC4CCCC4)ncnc32)[C@H](O)[C@@H]1O	3	2	4	3	4	0	-7	3	0.3
Nc1nnc(SCc2ccccc2)n1-c1ccccc1	1	0	2	5	8	0	0	4	0.2
COc1ccc(C(=O)N2C=Cc3ccccc3C2C(N)=O)cc1 (stereo not given)	1	16	15	0	.	3	2	-8	48
COc1ccc(NC(=O)C2CCN(S(=O)(=O)c3ccc(C)cc3)CC2)cc1OC	0	3	18	-4	4	-2	-6	7	-1.9
Cc1ccc(S(=O)(=O)N(C)c2ccc(OCC(=O)OCc3nnc(-c4ccccc4)o3)cc2)cc1	6	11	7	-3	.	-2	10	1	14
O=C(CN1C(=O)C2CC=CCC2C1=O)NCC1COc2ccccc2O1 (stereo not given)	0	0	8	-3	-1	1	9	0	1.1
C=CCc1ccccc1Oc1cc(OC)nc(N)n1	0	3	2	1	.	-3	0	3	-0.6
C/C(=N\NC(=O)c1c(Br)cnn1C)c1ccc(NC(=O)c2ccc(F)cc2)cc1	3	14	23	-9	8	-3	7	5	-2.3
O=C(C(O)c1ccccc1)N1CCN(S(=O)(=O)c2ccc(C(F)(F)F)cc2)CC1 (stereo not given)	3	-8	.	3	.	3	-1	-2	.
Cc1ccc(CCNC(=O)C2CCCN(c3ncnc4c3nc3n4CCCCC3)C2)cc1 (stereo not given)	2	-11	13	3	-3	-5	5	-3	3.2
COc1ccc(NC(=O)C2Cc3c(-c4cccc(NC(C)=O)c4)ccnc3O2)cn1 (stereo not given)	5	11	.	-2	.	2	-2	9	.
Cc1ccc(-n2c(SCCN)nnc2-c2cccc(C)c2)cc1	2	-1	-8	6	6	-6	-10	-9	0.4
COC(=O)[C@@]12C[C@@H](CC(=O)NCc3cccc(C(F)(F)F)c3)C(=O)N(Cc3ccco3)C1=CCC(C)(C)C2	5	14	.	-9	.	-1	2	-5	.
O=C(COC(=O)COc1ccccc1F)NCCc1ccc(F)cc1	0	1	-2	0	0	2	3	1	0.4
Cc1cc(C)n(-c2ccc(C(=O)NCC(c3ccco3)N3CCCC3)cc2)n1 (stereo not given)	2	-3	0	13	1	-8	8	-8	1.5
CC(C)NC(=O)COC(=O)c1cc(Br)ccc1Cl	0	-1	-4	1	5	-1	3	-4	-0.7
Clc1ccc(Nc2nc(NCCN3CCOCC3)nc(N3CCOCC3)n2)cc1	3	5	-14	3	-2	0	-1	-4	-0.9
CCOC(=O)C1CCCN(Cc2ccc(OCC)cc2)C1 (stereo not given)	1	0	14	2	1	-6	-1	2	-0.7
O=C(CNC(=O)c1ccccc1)OCc1cccc(Br)c1	1	-1	8	-2	5	-5	-1	6	-0.3
CCOc1ccc(C(=O)Nc2c3c(nn2-c2ccc(C)cc2)CS(=O)C3)cc1OCC (stereo not given)	2	0	-1	-7	-2	1	2	-15	-1.6
COc1ccccc1CCNC(C)CCc1ccc(O)cc1 (stereo not given)	4	-13	9	-4	6	-23	-5	12	-0.8
CCCCn1c(CNC(=O)C(C)(C)C)nc2ccccc21	1	1	-22	0	2	-1	4	-13	-3.6
O=[N+]([O-])c1ccc(O)c(/C=N\N=C2c3ccccc3-c3ccccc32)c1	2	3	74*	-3	4	0	-3	3	84*
Cc1ccc(O)c(-c2cc(C(=O)Nc3ccc(S(=O)(=O)N4CC(C)OC(C)C4)cc3)[nH]n2)c1 (stereo not given)	12	9	-39	-19	4	-3	-3	6	-2.6
Cc1c(C=Nc2ccc(S(=O)(=O)N(C)C)cc2)c(O)[nH]c(=O)c1C#N	0	12	2	-7	1	-1	-3	11	2.0
CCS(=O)(=O)C(=C(Nc1ccc(OC)cc1)Nc1ccc(OC)cc1)S(=O)(=O)CC	-3	2	13	4	7	5	25	1	-0.7
O=C(O)c1cc(Br)ccc1NN=C1CCCCC1	-1	0	26	0	-11	0	3	1	-1.4
CC(C)CCNC(=O)c1onc(CSc2ccc(Cl)cc2)c1C(=O)NCCC(C)C	4	1	-14	10	-1	4	17	-3	4.7
COc1cc(C(=O)NC(=S)Nc2nc(-c3ccc(F)cc3)cs2)cc(OC)c1OC	0	-11	27	2	0	-1	3	-12	-0.7
Fc1ccccc1NC(=S)NCc1ccc2c(c1)OCO2	0	9	12	-6	-1	-2	-2	8	-1.9
COc1ccc(-n2cc(-c3ccccc3)c3c(N4CCN(CCO)CC4)ncnc32)cc1	16	9	-25	-8	-1	-1	-1	-10	1.5
Nc1cccc2c1C(=O)N(C(=O)c1cccc(S(=O)(=O)N3CCCC3)c1)C2=O	2	9	7	5	3	-6	15	-2	0.1
COc1cc(C2(c3ccc(O)c(OC)c3)C(=O)Nc3c(Br)cc(Br)cc32)ccc1O	18	11	-14	4	-3	10	-31	21	0.4
Cc1ccc(NC(=O)CCn2c(=O)[nH]c3ccsc3c2=O)cc1F	0	12	-4	-4	1	-3	-1	3	-1.1
O=C(NCC(c1ccc(F)cc1)N1CCOCC1)c1ccc(-c2ccccc2)cc1 (stereo not given)	1	15	18	-8	2	1	-5	11	-1.9
NC(=O)Cn1cnc(-c2ccccc2)c1	1	-4	-4	2	4	-2	-1	3	-0.1

Fetched by compound from above:
SMILES	CHRM4 agonist	M5 antag	CRFR2-BP antag	M5 PAM	IDE cell inh	CHRM5 agonist	M4 PAM	M4 antag	CRFBP-R2 agonist
Cc1c(C=Nc2ccc(S(=O)(=O)N(C)C)cc2)c(O)[nH]c(=O)c1C#N	0	12	2	-7	1	-1	-3	11	2.0
CCS(=O)(=O)C(=C(Nc1ccc(OC)cc1)Nc1ccc(OC)cc1)S(=O)(=O)CC	-3	2	13	4	7	5	25	1	-0.7
CC(C)CCNC(=O)c1onc(CSc2ccc(Cl)cc2)c1C(=O)NCCC(C)C	4	1	-14	10	-1	4	17	-3	4.7

(list continues)
SMILES	CHRM4 agonist	M5 antag	CRFR2-BP antag	M5 PAM	IDE cell inh	CHRM5 agonist	M4 PAM	M4 antag	CRFBP-R2 agonist
COc1ccc(C(=O)N/N=C\c2ccoc2)cc1	1	-9	15	1	-2	-3	11	6	0.1
CCCOc1cc2c(C#N)c(N3CCCC3)nc(N)c2c(N)n1	2	-7	-1	7	4	9	15	6	-0.7
COCCn1c(N)c(C(=O)NCc2cccs2)c2nc3ccccc3nc21	5	6	-5	-6	9	0	2	-4	-1.4
O=C1C=CC(=O)N1Cc1ccccn1	13	5	2	-7	.	4	5	-3	4.5
Cc1ccc2nc3n(c(=O)c2c1)-c1ncccc1C(=O)NC3Cc1ccccc1 (stereo not given)	3	3	-16	-1	.	1	4	-3	-0.9
COc1ccc2c(c1)CCCC21NC(=O)N(CC(=O)N2CC(C)OC(C)C2)C1=O (stereo not given)	2	13	-2	-3	-1	2	18	-19	-0.6
CCOc1ccc(C2/C(=C(/O)c3ccc(S(=O)(=O)N4CCCCC4)cc3)C(=O)C(=O)N2CCCOC)cc1OC (stereo not given)	1	-4	11	2	-1	-1	2	2	-0.2
CCCN(S(=O)(=O)c1ccccc1F)S(=O)(=O)c1ccccc1Br	5	-5	2	-3	6	-5	-5	-8	0.1
CSCC[C@H](NC(=O)Nc1ccc(C)cc1C)C(=O)O	1	-2	18	-2	7	0	0	13	4.6
CCOCc1c(C(=O)OCC(=O)/C(C#N)=C(\C)N)oc2ccccc12	4	7	2	-2	-6	1	1	-6	-3.8
CN(C)c1nccc(NCc2ccccc2)c1C#N	1	15	-3	-9	5	-4	0	5	-0.3
CCCNc1ncnc2[nH]ncc12	0	9	4	2	.	3	-2	5	-1.7
COc1ccc(CNC(=O)N[C@H](C(=O)O)C(C)C)cc1OC	0	4	2	4	2	3	-11	6	-0.7
CC(C)(C)OC(=O)N[C@@H](Cc1ccccc1)C(=O)NCC1CCC(C(=O)N[C@@H](CCC(N)=O)C(=O)O)CC1 (stereo not given in full)	0	4	11	-2	.	-1	3	-9	4.6
CCCCN(C(=O)C1=NN(c2ccccc2)C(=O)CC1)c1c(N)n(CCC)c(=O)[nH]c1=O	0	-6	-4	5	-1	3	4	-17	1.1
CC(C)C(=O)NCc1cc(-c2ccc(Cl)cc2)no1	1	9	2	-1	16	1	-7	8	0.9
COC(CNC(=O)c1ccc(CS(=O)(=O)c2c(Cl)cccc2Cl)o1)OC	1	6	-9	4	1	-6	7	-10	3.0
CCOC(=O)C1CCN(S(=O)(=O)c2ccc3[nH]c4c(c3c2)CCCC4)CC1	8	-1	13	-7	-4	-1	-8	2	-0.6
CCC(C)NC(=O)Cc1ccc(-c2ccccc2)cc1 (stereo not given)	1	-15	-7	8	-4	-3	7	-13	0.2
CCOc1ccc(OCC)c(NC(=O)CSc2nnc(Cn3cnc4ccccc43)n2C)c1	2	1	15	-2	4	1	2	4	2.0
COCCN(C(=S)Nc1ccc(OC)c(Cl)c1)C1CCN(C(C)C)CC1	6	4	-11	4	1	1	-1	-3	5.8
CCOC(=O)C1(C(F)(F)F)N=C(C(F)(F)F)Nc2ccccc21 (stereo not given)	-1	0	1	4	1	-2	-8	9	-0.3
FC(F)Oc1ccc(-n2cc(-c3ccccc3)[n+]3c2CCCCC3)cc1	0	4	3	7	-1	-14	-21	-1	3.3
N#Cc1ccc(C(=O)OCC(=O)Nc2cccnc2Cl)cc1	1	-8	7	7	-7	3	14	-21	-0.5
O=c1c2ccccc2[nH]c(=S)n1CCN1CCCC1	1	0	-10	3	3	-7	0	1	-0.1
CCOc1ccc(Br)cc1CN(CC)CC	0	8	2	-6	3	-10	-3	-2	-2.9
CNc1oc(/C=C/c2cccc(OC)c2)nc1C#N	0	-10	18	4	-4	5	-6	2	-6.6
O=C(O)CSc1c(Cl)c(=O)oc2ccc(Cl)cc12	0	-7	-5	4	.	1	10	-7	-1.7
N#Cc1ccccc1NS(=O)(=O)c1cc2c3c(c1)CCC(=O)N3CCC2	0	7	-12	3	6	2	3	-7	1.2
